Assay outcomes: PubChem BioAssay, National Center for Advancing Translational Sciences (NCATS)
A-T KAP1 phos: candidate therapy for ataxia-telangiectasia; AID 485349; 0.19% of 320,000 active; Potency, µM (top dose mostly 57.5 µM), without a hit: at the highest dose activation, usual class: activators; […] A-T fibroblasts, KAP-1 phosphorylation AlphaLISA; neocarzinostatin DNA damage 30 min before lysis; also: potency is read from the fitted curve at half-maximal effect; % of control where 0% means no effect; nearly all actives have a fitted effect of over 45% in size
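ATM-like activity read as KAP-1 phosphorylation via AlphaLISA donor/acceptor antibody pairs after lysis and 6 hr at 25C. Cells were ATM-null patient fibroblasts ([…], hTERT), dosed 60 min, then exposed to the DSB inducer NCS for 30 min.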
p53 reactivator: restores transcriptional activity of mutant p53; H1299 p53-A138V BP100-luciferase reporter, luminescence, 24 h; Potency, µM (titrated, usually from 92.2 µM), without a hit: at the top dose activity change, positive = activation, usual class: activators; 0.063% of 320,000 active; also: potency is read from the fitted curve at half-maximal effect; % of control where 0% means no effect; nearly all actives have a fitted effect of over 45% in size
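p53-null H1299 cells stably carrying temperature-sensitive p53-A138V and a BP100-luciferase reporter were pinned with compounds (4-point, 1:5 series) and held 24 hrs at 37 deg C. Luminescence was read 10 min after detection reagent.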
BRCA1 expr act: activators of BRCA1 expression; 1.1% of 380,000 active; AID 624202; Potency, µM (top dose mostly 46.1 µM), inactives show top-dose activation, actives largely listed as activators; MCF7-BRCA1-FFLuc reporter, luminescence, 48 h; response scale: scaled: vehicle 0%, 10 µM genistein 100%; also: potency is read from the fitted curve at half-maximal effect; nearly all actives have a fitted effect of over 80% in size; some results filed as inactive show a strong effect at the top dose
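MCF7-BRCA1-FFLuc, 2000 cells/well; 2 h attach, 37 °C/5% CO2; compound 48 h; luciferase substrate 15 min; luminescence end-point. Norm. to genistein 10 microM max activation and DMSO; concentration-response curves fitted.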
B2AR arrestin: beta2AR (human) beta-arrestin recruitment activity; P07550; beta-arrestin recruitment to beta2AR, cell-based reporter; Potency, µM (titrated, usually from 46.1 µM), for the others: top-dose activation, actives largely listed as activators; 0.02% of 330,000 active;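 also: potency is read from the fitted curve at half-maximal effect; 0% = DMSO controls and full agonism = EC100 isoproterenol or metaproterenol; nearly all actives have a fitted effect of over 65% in size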
Target sequence (P07550 whole entry, looked up): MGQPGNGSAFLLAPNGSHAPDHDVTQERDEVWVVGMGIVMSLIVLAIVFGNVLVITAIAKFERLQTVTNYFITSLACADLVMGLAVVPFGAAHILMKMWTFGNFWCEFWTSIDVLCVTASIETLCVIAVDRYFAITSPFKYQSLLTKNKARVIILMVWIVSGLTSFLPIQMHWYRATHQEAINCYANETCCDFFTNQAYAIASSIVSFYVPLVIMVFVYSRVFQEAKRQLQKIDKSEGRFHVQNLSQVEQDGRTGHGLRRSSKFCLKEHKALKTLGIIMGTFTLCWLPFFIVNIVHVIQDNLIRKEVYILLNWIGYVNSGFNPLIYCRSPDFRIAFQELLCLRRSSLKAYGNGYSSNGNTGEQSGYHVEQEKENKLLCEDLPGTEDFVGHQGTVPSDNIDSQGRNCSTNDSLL
TRPV1 ag: agonists of human vanilloid receptor 1 (TRPV1) | activation, % at 8.33 µM | TRPV1-expressing cells, Fluo-8 calcium influx, agonist mode | Q8NER1 | 0.19% of 320,000 active; in the data active = activation above about 80%; inconclusive = between about 30% and that limit; also: 0% is about no effect
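Fluo-8 calcium influx in TRPV1-expressing cells, kinetic read (ex 480/em 520 nm). Compound added and read 3 min for agonist activity, followed by capsaicin at EC20 final and 2 min further read for enhancement.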
ELG1 repair inh: ELG1-dependent DNA repair inhibition; HEK293T ELG1-luciferase reporter, luminescence, 16 h; DNA damage induced by 5-fluorouridine; Potency, µM (highest dose often 46.1 µM), for the others: at the highest dose activity change, negative = inhibition, most hits filed as inhibitors; 2.3% of 330,000 active; AID 504467; also: potency is read from the fitted curve at half-maximal effect; % is scaled to controls: 0 for no effect and ±100 for the full control effect; nearly all actives have a fitted effect of over 55% in size
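Luminescence from the luciferase reporter, measured 30 min after ONE-Glo reagent at room temperature, was the read-out. Beforehand, 2,000 cells per well were exposed for 16 hr at 37 °C to 5-fluorouridine together with compound or vehicle.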
TCR act: activators of T cell receptors. primary human leukocytes, anti-CD3, IL-2 HTRF, 48 h. Potency, µM (top dose mostly 9.22 µM), for the others: at the top dose activation of IL-2 secretion, actives largely listed as activators. 330,000 tested, under 10 active. AID 504894; also: % of control where 0% means no effect
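Human primary leukocytes + a-CD3 beads + cpd, 48 hr; IL-2 in supernatant by HTRF (ex 320nm / em 665nm). No co-stimulatory signal supplied.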
Integrin act MD: activators of alpha7 integrin expression for muscular dystrophy | alpha7betagal myoblasts, beta-gal FDG fluorescence, 48 h | Potency, µM (titrated, usually from 38.3 µM), inactives show top-dose activation, most hits filed as activators | 0.064% of 350,000 active | AID 624291;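 also: potency is read from the fitted curve at half-maximal effect; 100% = response of the positive control SU9516; nearly all actives have a fitted effect of over 60% in size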
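alpha7betagal+/- myoblasts (passage 13, 250/well) treated 48 h at 37C with compounds at 1:260 dilution of DMSO stock. Lysed, then beta-galactosidase activity read as FDG fluorescence (ex 480/em 540) after 30 min, with pre-read for autofluorescence.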
CXXC DNA block: inhibitors of human MLL CXXC domain-DNA interaction | 0.037% of 290,000 active | MLL-CXXC / FITC-HOXA9 DNA fluorescence polarization | Potency, µM (titrated, usually from 115 µM), inactives show at the top dose activity change, negative = inhibition, most hits filed as inhibitors | Q03164; active = well fitted inhibition curve with a large enough effect in the polarisation, with a control signal flat, not every such curve was filed as active; inconclusive = small, poorly fitted or top-dose-only effect, or effect the other way, or a change in a side signal; inactive = no such curve, though single readings can be large or run the other way; the % refers to the polarisation; also: potency is read from the fitted curve at half-maximal effect
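Purified MLL-CXXC (added from a 7 uM solution) was preincubated 5 min at ambient with pinned compounds in 50 mM Tris-HCl pH 7.5, 50 mM NaCl, 1 mM DTT, 0.05% BSA. Fluorescein-labeled HOX-A9 DNA (50 nM solution) followed, 30 min, then polarization read.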
PTAP TSG101 blk: blocks PTAP/TSG101 interaction to inhibit HIV-1 budding; Q99816; Fluorescence polarization, FITC-PTAP peptide / Tsg101 binding; Potency, µM (highest dose often 115 µM), for the others: at the top dose activity change, negative = inhibition, most hits filed as inhibitors; 340,000 tested, under 10 active; active = well fitted inhibition curve with a large enough effect in the main read-out, with a control signal flat, not every such curve was filed as active; inconclusive = small, poorly fitted or top-dose-only effect, or effect the other way, or a change in a side signal; inactive = no such curve, though single readings can be large or run the other way; also: potency is read from the fitted curve at half-maximal effect; % of control where 0% means no effect
Target sequence (Q99816 whole entry, looked up): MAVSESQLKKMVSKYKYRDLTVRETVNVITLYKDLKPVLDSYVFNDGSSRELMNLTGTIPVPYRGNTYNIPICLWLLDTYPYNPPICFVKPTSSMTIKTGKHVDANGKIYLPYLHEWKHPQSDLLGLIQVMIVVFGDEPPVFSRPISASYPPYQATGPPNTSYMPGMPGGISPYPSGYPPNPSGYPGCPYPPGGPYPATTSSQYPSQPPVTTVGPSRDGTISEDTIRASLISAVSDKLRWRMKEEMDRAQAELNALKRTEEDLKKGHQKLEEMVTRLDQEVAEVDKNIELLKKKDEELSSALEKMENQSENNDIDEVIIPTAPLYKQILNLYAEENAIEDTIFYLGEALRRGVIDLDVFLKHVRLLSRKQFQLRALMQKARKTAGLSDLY
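Tsg101 binding domain (10 uM final) was mixed with compound and a FITC-labeled PTAP peptide (50 nM final) in HEPES pH 7.5 buffer with NaCl, Tween 20, EDTA and TCEP; fluorescence polarization was read after 20 min at r.t.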
* = called active by the depositor; u = inconclusive; x = not tested or not shown; [ ] = dose if it differs, or a comment. Unless noted, calls follow the shape of the dose curve; as a rule, active = well fitted curve in the direction sought with a large enough effect; inconclusive = small, poorly fitted or top-dose-only effect, or another doubt; inactive = no such curve, though single readings can be large; an effect the other way counts as inactive or inconclusive.

Values in the order: A-T KAP1 phos, p53 reactivator, BRCA1 expr act, B2AR arrestin, TRPV1 ag, ELG1 repair inh, TCR act, Integrin act MD, CXXC DNA block, PTAP TSG101 blk
Cc1cc(C)c2c(-n3cccc3)c(C(=O)NNS(=O)(=O)c3ccc(F)cc3)sc2n1
 : -3%, -4%, -3%, -0.4%, -1, 13%, -3%, -16%, 11%, -10%
CCN(CC)CCNc1ccc(CO)c2sc3ccccc3c(=O)c12
 : -12%, -4%, -75%[inhibitor], -2.0%, 1, u, -5%, x, u, 2%
COC(=O)[C@H](C)NC(=O)Nc1cccc(Br)c1
 : 4%, -4%, 0%, -0.8%, -1, u, -1%, -10%, 2%, -1%
Cc1nonc1OCCNCc1c(C(=O)N(C)C)nc2ccc(Cl)cn12
 : 4%, 13%, 0%, 0.3%, 0, u, 0%, -12%, -23%, -4%
O=C(NCC1CC1)[C@@H]1C[C@H]1[C@@H](NP(=O)(c1ccccc1)c1ccccc1)c1ccccc1
 : -10%, -7%, -4%, 1.4%, 1, 39%, 2%, 27%, 3%, -2%
COc1cccc(CN(C)C(=O)c2ccc(N3CCCC3)c([N+](=O)[O-])c2)c1
 : -2%, -8%, 0%, -0.5%, 10, 0%, -3%, 10%, -2%, -2%
CC(=O)N1c2ccc(S(=O)(=O)N3CCC(C(=O)Nc4cc(C)ccn4)CC3)cc2CC1C (stereo unspecified)
 : 0%, -11%, -28%, -1.0%, 1, u, -4%, -44%, 1%, -3%
CCOC(=O)N1CCN(CC(O)COc2c(C)cc(C)cc2C)CC1 (stereo unspecified)
 : -30%, -3%, 6%, 0.5%, -2, 9%, -2%, u, 7%, -11%
C/C(=N/OC(=O)c1ccc(F)cc1)c1ccc(C)cc1
 : 8%, 13%, 0%, -0.4%, 7, u, 3%, 10%, 1%, 0%
N#C/C(=C\c1cc([N+](=O)[O-])c(N2CCOCC2)cc1N1CCOCC1)c1nc2ccccc2[nH]1
 : -9%, -11%, -19%, 0.1%, -1, 21µM*, -1%, -22%, -2%, -4%

Looked up above:
Under TCR act, `CCN(CC)CCNc1ccc(CO)c2sc3ccccc3c(=O)c12` is entered as -5%
Under ELG1 repair inh, `N#C/C(=C\c1cc([N+](=O)[O-])c(N2CCOCC2)cc1N1CCOCC1)c1nc2ccccc2[nH]1` is entered as 21µM*

Additional compounds
Values in the order: A-T KAP1 phos, p53 reactivator, BRCA1 expr act, B2AR arrestin, TRPV1 ag, ELG1 repair inh, TCR act, Integrin act MD, CXXC DNA block, PTAP TSG101 blk
Cc1ccc(SCC(=O)NNC(=O)CCS(=O)(=O)c2ccccc2)cc1
 : 8%, 6%, -14%, -0.1%, x, 7%, 0%[46.1 µM], -15%, x, 1%
Cc1[nH]c2c(Cl)cccc2c(=O)c1CN1CCCC1
 : 0%, -8%, 7%, -0.3%, 0, -16%, 0%, 5%, 7%, -17%
COc1ccc(C(=O)Cc2cc(OC)c(OC)cc2[N+](=O)[O-])cc1
 : 5%, 7%, 11µM*, 0.3%, u, u, 4%, 14%, 15%, -5%
CSc1ncccc1C(=O)Nc1cccc(S(=O)(=O)N2CCCCC2)c1
 : 10%, -10%, -20%, 0.4%, -3, -21%, -2%, -11%, x, -1%
CN(CCCN1CCOCC1)C(=O)c1cc(COc2cccc(C(F)(F)F)c2)on1
 : 4%, -17%, -25%, 0.1%, 11, 4%, 8%, 12%, 0%, 2%
O=C(COC(=O)c1cnccn1)NCCc1ccccc1
 : 6%, 12%, 13%, 0.2%, -1, 0%, -12%, -1%, 22%, -4%
Cc1ccccc1NS(=O)(=O)c1ccc(NC(=O)CSCc2ccc(Br)cc2)cc1
 : -4%, -12%, 25%, -0.3%, 14, u, 0%, 20%, 3%, -2%
CC(=O)Nc1ccc2nc(-c3ccc(Br)o3)[nH]c2c1
 : -3%, u, 10µM*, 0.4%, -2, u, 1%[46.1 µM], 10%, 6%, -1%
CCCS(=O)(=O)C/C(N)=N/OC(=O)c1ccccc1Cl
 : -2%, 6%, 27%, 0.4%, 0, u, -5%, -12%, 15%, 0%
NC(=O)CCCn1c(C(=O)c2cc(Cl)c(N)c(Cl)c2)c2ccc([N+](=O)[O-])cc2[n+]1[O-]
 : -8%, 7%, -63%, 3.8%, 2, u, 3%, -20%, x, -8%
COc1ccc(N(C(=O)Cn2nnc(-c3ccc(F)cc3)n2)C(C)C(=O)NC2CCCC2)cc1 (stereo unspecified)
 : 10%, -2%, -23%, 0.2%, 1, u, 5%, -1%, 18%, -7%
COC(=O)c1ccn(-c2nc(-c3ccco3)cc(C(F)(F)F)n2)n1
 : 0%, -6%, -19%, 0.4%, 6, u, 3%, -17%, -3%, -12%
Cc1cc(Cl)ccc1OCC(=O)N(Cc1ccco1)c1c(N)n(Cc2ccccc2)c(=O)[nH]c1=O
 : x, x, -39%, x, x, x, -5%, 8%, x, 0%
CN(CCO)C(=O)C1CCN(c2ncc(C(F)(F)F)cc2Cl)CC1
 : 2%, -3%, -13%, -0.1%, u, -17%, -5%, 4%, -7%, -3%
CN(CC(=O)OCC(N)=O)S(=O)(=O)c1ccc(Cl)cc1
 : -5%, 2%, -18%, 0.0%, 1, -1%, -13%, 15%, 5%, 1%
O=C(NCCCNC(=O)c1ccccn1)c1ccc(Br)cc1
 : -9%, -4%, -12%, 0.2%, 5, 3%, -7%, -8%, 19%, -1%
CC(=O)N1CCN(c2ccc(NCc3ccc(C(C)C)cc3)cc2)CC1
 : 1%, 1%, -61%, 0.5%, -2, u, 11%, 0%, -7%, -2%
NC(=S)N1CCCc2ccccc21
 : 8%, 5%, 0%, -0.4%, -7, 2%, -2%, 38%, -9%, -1%
Cc1c(C(=O)N2CCC(Cc3ccccc3)CC2)sc2ncnc(N3CCC(C)CC3)c12
 : -5%, -1%, 0%, -0.1%, 3, 0%, -3%, -1%, 5%, 6%
CCOc1ccc(NC(=O)CSCC(=O)O)cc1
 : -2%, 1%, 8%[1.84 µM], -0.2%, 0, 3%, 1%, 15%, 6%, 1%

Exported as tab-separated lines: entries from further up
SMILES	A-T KAP1 phos	p53 reactivator	BRCA1 expr act	B2AR arrestin	TRPV1 ag	ELG1 repair inh	TCR act	Integrin act MD	CXXC DNA block	PTAP TSG101 blk
CN(CCO)C(=O)C1CCN(c2ncc(C(F)(F)F)cc2Cl)CC1	2%	-3%	-13%	-0.1%	u	-17%	-5%	4%	-7%	-3%
NC(=S)N1CCCc2ccccc21	8%	5%	0%	-0.4%	-7	2%	-2%	38%	-9%	-1%
Cc1cc(Cl)ccc1OCC(=O)N(Cc1ccco1)c1c(N)n(Cc2ccccc2)c(=O)[nH]c1=O	x	x	-39%	x	x	x	-5%	8%	x	0%
CN(CC(=O)OCC(N)=O)S(=O)(=O)c1ccc(Cl)cc1	-5%	2%	-18%	0.0%	1	-1%	-13%	15%	5%	1%

Next entries.
Values in the order: A-T KAP1 phos, p53 reactivator, BRCA1 expr act, B2AR arrestin, TRPV1 ag, ELG1 repair inh, TCR act, Integrin act MD, CXXC DNA block, PTAP TSG101 blk
O=S(=O)(O)CCS
 : x, x, 7%, x, x, x, -3%, x, -4%, 0%
CCCCN1C(=O)C(=O)N(CC(=O)Nc2ccc(C(N)=O)cc2)C1=O
 : 2%, 0%, -10%, -0.3%, 2, 4%, -1%, 7%, x, -8%
CCc1nc2ccccc2c(C(=O)Oc2cccc3cccnc23)c1C
 : -1%, -9%, 3%, 0.4%, 17, u, 6%, 0%, 1%, -9%
Cc1cc(C)n(-c2nc(SCC(=O)Nc3nccs3)c3c4c(sc3n2)COC(C)(C)C4)n1
 : u, -1%, 4%, 0.4%, 21, u, 5%, -3%, -5%, 3%
CC1(C)CC(=O)c2c(O)c(-c3ccccc3)c(=O)n(-c3ccccc3)c2C1
 : 5%, 2%, -18%, 0.0%, 2, -17%, 4%[46.1 µM], 3%, 1%, -1%
CCN(C(=O)CN1C(=O)NC(c2ccccc2)(c2ccc(C)c(C)c2)C1=O)C1CCCCC1 (stereo unspecified)
 : 8%, 8%, -52%, -0.8%, -3, -28%, 2%, -36%, x, 5%
O=C(NCCC1=CCCCC1)C1CCCN(S(=O)(=O)c2cccc3cccnc23)C1 (stereo unspecified)
 : 15%, -5%, -29%, 0.3%, x, u, -2%, -7%, -9%, -4%
Cc1cccc(NS(=O)(=O)c2ccc3[nH]c(=O)cc(C(=O)OC(C)C(=O)Nc4ccc([N+](=O)[O-])cc4)c3c2)c1 (stereo unspecified)
 : -2%, -4%, -7%, 0.4%, 1, -9%, 2%, -12%, 5%, 1%
COCCC(=O)N1CCC(Oc2ccc(C(=O)NCc3cc(C)n(C)n3)cc2)CC1
 : -2%, 5%, -2%, 0.0%, -1, u, 6%, -7%, -2%, -5%
CC(C)(CO)NCc1ccccc1OCC(=O)Nc1ccccc1
 : -12%, 12%, 9%, -0.4%, -2, u, x, -4%, 11%, 1%
COc1ccc(CN2CC(C(=O)NCC3CCCO3)CC2=O)cc1 (stereo unspecified)
 : x, -2%, 2%, 0.3%, -4, -2%, 2%, -3%, -2%, -6%
